# Source: PubChem BioAssay (National Center for Advancing Translational Sciences (NCATS))
# KAT2A inh: qHTS Assay for Inhibitors of GCN5L2; 0.21% of 390,000 active; Potency, µM (top dose mostly 58.9 µM), inactives show top-dose activity change, negative = inhibition, most hits filed as inhibitors; GCN5L2 HAT assay, ThioGlo1 CoA-SH fluorescence; AID 504327, 2011; Histone acetyltransferase KAT2A (Homo sapiens), Q92830
# Target sequence (Q92830 whole entry, looked up): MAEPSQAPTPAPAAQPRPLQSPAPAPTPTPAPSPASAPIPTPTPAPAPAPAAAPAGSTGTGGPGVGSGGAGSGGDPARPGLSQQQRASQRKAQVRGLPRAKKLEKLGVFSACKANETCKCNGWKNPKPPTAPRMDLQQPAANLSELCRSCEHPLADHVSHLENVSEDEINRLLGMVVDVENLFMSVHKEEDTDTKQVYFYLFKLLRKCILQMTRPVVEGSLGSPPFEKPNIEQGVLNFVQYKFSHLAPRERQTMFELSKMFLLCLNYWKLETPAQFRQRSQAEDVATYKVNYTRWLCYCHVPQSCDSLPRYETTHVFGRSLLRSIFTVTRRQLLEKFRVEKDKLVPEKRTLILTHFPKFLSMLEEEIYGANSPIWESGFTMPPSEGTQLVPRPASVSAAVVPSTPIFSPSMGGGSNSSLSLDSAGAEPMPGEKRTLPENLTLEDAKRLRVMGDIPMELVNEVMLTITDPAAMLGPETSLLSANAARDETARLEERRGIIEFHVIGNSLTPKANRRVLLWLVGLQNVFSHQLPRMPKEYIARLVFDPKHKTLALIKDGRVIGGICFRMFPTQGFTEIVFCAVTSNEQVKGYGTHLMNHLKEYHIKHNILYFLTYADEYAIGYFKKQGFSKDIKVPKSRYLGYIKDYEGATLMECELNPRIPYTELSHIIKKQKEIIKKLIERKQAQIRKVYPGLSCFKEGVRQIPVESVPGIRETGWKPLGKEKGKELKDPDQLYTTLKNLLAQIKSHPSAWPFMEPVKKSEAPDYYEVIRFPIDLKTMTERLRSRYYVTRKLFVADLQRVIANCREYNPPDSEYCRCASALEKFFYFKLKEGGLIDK
#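 qHTS, 1536-well. 20nM enzyme, pH 7.5 HEPES/EDTA/Tween-20 buffer; 15 min compound preinc., RT. Start: 75uM H3(1-25), 70uM AcCoA, 50uM ThioGlo1. Read Ex340/Em540 at t=0 (autofluorescence flag) and t=20 min.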
# DT40 TDP1 CPT: qHTS for Inhibitors of human tyrosyl-DNA phosphodiesterase 1 (TDP1): qHTS in cells in presence of CPT | chicken DT40 Tdp1-/-;hTDP1 cells + 20 nM CPT, ATP luminescence, 48 h | Potency, µM (highest dose often 46.2 µM), for the others: at the top dose activity change, negative = growth inhibition, actives largely listed as inhibitors | 12% of 420,000 active; further: nearly all actives have a fitted effect of over 55% in size
#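 Chicken DT40 Tdp1-/- cells stably complemented with human TDP1 were seeded at 400 cells/well in medium containing 20 nM camptothecin, exposed to pin-transferred compounds, and grown at 37 °C for at least 48 hr. Viability was read as ATP luminescence.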
# FEN1 inhibitor: qHTS Assay for the Inhibitors of Human Flap endonuclease 1 (FEN1); P39748; Recombinant FEN1 flap cleavage, fluorescence, 15 min; Potency, µM (doses to about 114 µM), without a hit: at the top dose activity change, negative = inhibition, usual class: inhibitors; 0.35% of 390,000 active; further: nearly all actives have a fitted effect of over 65% in size
#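 Nuclease activity of 10 nM FEN1 was measured after 15 min of room-temperature exposure to titrated compounds, by adding 50 nM flap substrate and reading plates at 0 and 15 min.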
# Active calls of the source: *; ? = inconclusive; / = no result given; [ ] = remark or other dose. The call rests on the fitted dose curve; in most records, active means well fitted curve in the direction sought with a large enough effect; inconclusive means small, poorly fitted or top-dose-only effect, or another doubt; inactive means no such curve, though single readings can be large; an effect the other way counts as inactive or inconclusive. On the % scale 0 is the no-effect control and ±100 the full control effect; potency means the concentration at half of the fitted maximal effect. Not all compounds are listed. The share of hits here may be higher or lower than overall.
SMILES,KAT2A inh,DT40 TDP1 CPT,FEN1 inhibitor
O=S(=O)(NC1CC1)c1ccc(S(=O)(=O)N2CCCc3ccccc32)cc1,-12%,?,-16%
NC(=O)c1ccc(=O)n(Cc2ccc(F)c(F)c2)c1,-1%,-10%,19%
Cc1cccc(C)c1NC(=O)Nc1ccccc1-n1ccnc1,-16%,2%,-8%
CCOP(=O)(O)c1ccccc1OCCCCCOc1ccccc1P(=O)(O)OCC,-4%,-1%,9%
O=C(COC(=O)c1ccc2c(c1)OCCO2)Nc1cccc(S(=O)(=O)N2CCOCC2)c1,-16%,0%,-14%
COc1cc([N+](=O)[O-])c(OC)cc1SCc1n[nH]c(=S)n1-c1ccc(C)cc1,16%,14%,2%
CCOc1ccc(C=NC23CN4CN(CN(C4)C2)C3)cc1,?,-13%,5%
CCOC(=O)C1(CC2CCCCO2)CCN(Cc2cccnc2)CC1 (stereo unspecified),-13%,-3%,4%
c1ccc2nc3c(ccc4ccccc43)cc2c1,/,0%,0%
O=C(Cc1ccc(Cl)cc1)Nc1ccc(S(=O)(=O)N2CCOCC2)cc1,-8%,?,-8%
CCOC(=O)c1c(NC(=O)CSc2nnc(-c3ccncc3)n2Cc2ccco2)sc(C(C)=O)c1C,/,-13%,-4%
COc1ccccc1CN1CCN(Cc2nc(-c3ccc(C)cc3)oc2C)CC1,-8%,21µM*,-13%

# In a second layout: results already given.
structure	KAT2A inh	DT40 TDP1 CPT	FEN1 inhibitor
O=S(=O)(NC1CC1)c1ccc(S(=O)(=O)N2CCCc3ccccc32)cc1	-12%	?	-16%
COc1cc([N+](=O)[O-])c(OC)cc1SCc1n[nH]c(=S)n1-c1ccc(C)cc1	16%	14%	2%
CCOP(=O)(O)c1ccccc1OCCCCCOc1ccccc1P(=O)(O)OCC	-4%	-1%	9%
O=C(COC(=O)c1ccc2c(c1)OCCO2)Nc1cccc(S(=O)(=O)N2CCOCC2)c1	-16%	0%	-14%
COc1ccccc1CN1CCN(Cc2nc(-c3ccc(C)cc3)oc2C)CC1	-8%	21µM*	-13%
O=C(Cc1ccc(Cl)cc1)Nc1ccc(S(=O)(=O)N2CCOCC2)cc1	-8%	?	-8%

# Next part:
SMILES,KAT2A inh,DT40 TDP1 CPT,FEN1 inhibitor
CCOC(=O)C1=C(c2ccccc2)NC(=O)NC1c1ccc(OC)cc1 (stereo unspecified),-6%,-2%,0%
O=c1nc2s/c(=C\c3ccc(-c4ccccc4[N+](=O)[O-])o3)c(=O)n2nc1-c1ccccc1,?,2%,-3%
NS(=O)(=O)c1ccc(NC(=O)Cn2ncc3c2-c2ccccc2OC3)cc1,-21%,-11%,5%
CC(=O)NC(=S)Nc1cccc2c(C)cc(C)nc12,-6%,1%,16%
O=C(Nc1cc(S(=O)(=O)N2CCCC2)ccc1Cl)c1cc(F)c(F)c(F)c1F,1%,-21%,14%
CC1CC(C)CN(C(=O)c2cc(-c3ccncc3)nc3ccccc23)C1 (stereo unspecified),1%,?,-4%
COc1ccc(C(=O)CC2OC(=O)c3c2ccc(OC)c3OC)cc1 (stereo unspecified),-12%,-17%,-3%
COc1ccc(OC)c(CCNc2nc3cc(OC)c(OC)cc3c3nc(-c4cccnc4)nn23)c1,0%,-6%,16%
Cn1cc(C(=O)O)c(=O)c2cc(S(=O)(=O)N3CCCCC3)ccc21,1%,-22%,4%
CCOC(=O)N1CCC(NC(=O)c2ccc3c(c2)N=C(CC)c2ccccc2S3)CC1,-11%,?,-20%
Cc1cnn(CCC(=O)NNC(=S)Nc2ccc(F)cc2)c1,-6%,-4%,2%
COc1cc(S(=O)(=O)NCCCn2ccnc2)ccc1F,-7%,0%,1%

# Just KAT2A inh and FEN1 inhibitor (2 entries from above):
structure | KAT2A inh | FEN1 inhibitor
COc1cc([N+](=O)[O-])c(OC)cc1SCc1n[nH]c(=S)n1-c1ccc(C)cc1 | 16% | 2%
CCOc1ccc(C=NC23CN4CN(CN(C4)C2)C3)cc1 | ? | 5%

# Other entries follow.
SMILES,KAT2A inh,DT40 TDP1 CPT,FEN1 inhibitor
O=C(CN1CCCCC1)NCCNC(=O)CN1CCCCC1,-6%,-13%,0%
Cc1ccccc1-c1nnc2c3ccccc3c(C)nn12,-1%,2%,7%
COC(=O)[C@@]1(C)[C@H]2C(=O)N(C)C(=O)[C@H]2[C@H]2CN=C(SCc3ccc(Cl)cc3)N21,0%,-10%,-2%
COc1ccc(NC(=O)CCc2c(C)nc3nc(CNC(=O)c4cccc(F)c4)nn3c2C)cc1OC,-3%,0%,10%
CSc1ccc(CCNC(=O)c2cc(C)nn2-c2ccccc2)cc1,?,-29%,-1%
CNc1c(NC(=O)c2cc(OC)cc(OC)c2)c(=O)oc2ccccc12,-1%,0%,-3%
COc1ccc(N(CC(=O)NCCc2cccc(C)c2)S(=O)(=O)c2c(C)nn(C)c2C)cc1,-3%,?,11%
O=C(COC(=O)c1ccccc1Nc1ccccc1)NCc1ccccc1,-4%,7%,6%
Cc1ccc(C(=O)Nc2ccc(S(=O)(=O)N3CCCC3)cc2)o1,0%,?,0%
CCC(C)NC(=O)C1CCC(CNS(=O)(=O)c2ccc3c(c2)CC(C)N3C(C)=O)CC1 (stereo unspecified),-2%,?,18%
Cc1cc2c3c(c1C)C1(C(=O)N3C(C)(C)CC2C)C(C#N)=C(N)Oc2n[nH]c(C)c21 (stereo unspecified),-18%,?,-5%
O=C(Cc1cccc2ccccc12)N/N=C/c1ccncc1,-6%,8%,-3%
COc1ccc(NC(=O)CCNC(=O)Cn2cnc3ccccc3c2=O)c(OC)c1,-5%,-4%,2%
Cc1ccccc1Cn1ccc(-c2ccc3c(c2)OCO3)n1,-2%,-27%,-10%
O=[N+]([O-])c1ccc(N2CCN(C(=S)Nc3ccccc3)CC2)cc1,0%,-20%,4%
CCOc1ccc(NC(=O)Cn2cc(C(=O)c3ccc(CC)cc3)c(=O)c3cc(C)ccc32)cc1,-1%,-12%,-3%
COc1ccccc1CNC(=O)CSc1ncc2c(n1)-c1cc(Cl)ccc1N(Cc1ccccc1)S2(=O)=O,-4%,?,8%
NC(=S)NN=C1CCC2(CCCCC2)CC1,/,-15%,-4%
O=C(NC1CCCCC1)c1ccc(-c2ccccc2F)o1,-3%,?,-9%
CCn1c(SCC(=O)Nc2ccc3c(c2)OCO3)nnc1-c1cnccn1,-1%,7%,1%
COc1ccc(NC(=O)c2ccc3c(c2)C(=O)N(Cc2ccncc2)C3=O)cc1S(N)(=O)=O,-13%,0%,-35%
Cc1ccc(NC(=S)NCCc2ccc(S(N)(=O)=O)cc2)cc1C,0%,-25%,7%
CCS(=O)(=O)c1ccccc1C(=O)N(Cc1cccnc1)c1nc2cc(C)c(C)cc2s1,-7%,?,-7%
CN(/N=C/c1ccc([N+](=O)[O-])o1)c1ccccc1,10%,0%,-15%
O=C(COc1ccccc1)NCC(=O)Nc1cccc(S(=O)(=O)NC2=NCCC2)c1,-6%,1%,4%
CCCCOc1cccc(C(=O)NC(=S)Nc2cccc(C(F)(F)F)c2)c1,-2%,?,-6%
N#C/C(=C\c1ccccc1Br)C(=O)NC1CC1,?,?,14%
O=C(O)c1ccc(NC(=S)NC(NC(=O)c2ccco2)C(Cl)(Cl)Cl)cc1 (stereo unspecified),-10%[0.501 µM],0%,-20%
COc1ccc(S(=O)(=O)N(C)CC(=O)Nc2cccc(C(C)=O)c2)cc1C,/,?,-3%
CCc1nonc1NC(=O)COc1ccc(Cl)c(C)c1,-2%,0%,1%
COc1ccccc1-c1c(C#N)c(N)nc2c1CCc1ccccc1-2,-8%,6.5µM*,-3%
O=C(NCc1cn(-c2ccccc2)nc1-c1ccccc1)c1ccc([N+](=O)[O-])cc1,-4%,?,-5%
CC(C)(C)NC(=O)CN(C(=O)CS(=O)CC(=O)Nc1ccc(F)cc1)c1cccc(F)c1 (stereo unspecified),7%,-6%,0%
Cn1cc(S(=O)(=O)Cc2ccc(F)cc2)c2ccccc21,-2%,6%,-19%
Cc1cc(C)n2nc(CC(=O)NC3CCCC(C)C3C)nc2n1 (stereo unspecified),1%,-36%,1%
O=C(CCc1ccccn1)NC1CCCc2c1cnn2-c1ccc(F)cc1F (stereo unspecified),-1%,-25%,1%
O=C(CSc1ccccc1)Nc1ccc(C(=O)Nc2cccc(O)c2)cc1,7%,-17%,16%
CC(=O)c1ccc(-n2c(CCC(=O)O)ccc2-c2ccc(C)cc2)cc1,-8%,?,2%
C/C(=N\OC(=O)c1c(-c2ccccc2Cl)noc1C)c1ccncc1,3%,16%,-11%
Fc1ccc(OCc2nc3ccccc3s2)cc1,-10%,1%,-3%
COc1ccc(/C=N/Nc2cc(C)nc(-n3nc(C)cc3C)n2)c(OC)c1,-14%,1.5µM*,-23%
CCOCc1nnc(NC(=O)C2CCN(C(=O)c3ccco3)CC2)s1,-7%,-2%,1%
CCCCn1c(=O)[nH]c(=O)c2c1nc(Cn1ncc(Cl)c(Cl)c1=O)n2CCC,1%,4.6µM*,-1%
CC1c2[nH]c3ccccc3c2C[C@H]2C(=O)N(CCCN(C)C)CC(=O)N12 (stereo partly specified),-4%,21%,6%
O=S(=O)(c1ccc(F)cc1)N1CCN(Cc2nnc(-c3ccccc3)o2)CC1,-2%,-25%,-10%
CC(CN1CCC(O)CC1)c1ccccc1 (stereo unspecified),-2%,7%,-1%
CCOc1ccc(CN(C)C(=O)CNC(=O)C2CCCCC2)cc1OC,-6%,-19%,1%
Cc1cccc(C)c1NC(=O)CN(Cc1ccc(Br)cc1)S(=O)(=O)c1ccccc1,4%,?,-14%

# Rewritten bar-delimited: five of the compounds above
SMILES | KAT2A inh | DT40 TDP1 CPT | FEN1 inhibitor
CCCCn1c(=O)[nH]c(=O)c2c1nc(Cn1ncc(Cl)c(Cl)c1=O)n2CCC | 1% | 4.6µM* | -1%
CC1c2[nH]c3ccccc3c2C[C@H]2C(=O)N(CCCN(C)C)CC(=O)N12 (stereo partly specified) | -4% | 21% | 6%
O=S(=O)(c1ccc(F)cc1)N1CCN(Cc2nnc(-c3ccccc3)o2)CC1 | -2% | -25% | -10%
CC(CN1CCC(O)CC1)c1ccccc1 (stereo unspecified) | -2% | 7% | -1%
CCOc1ccc(CN(C)C(=O)CNC(=O)C2CCCCC2)cc1OC | -6% | -19% | 1%

# Following part.
SMILES,KAT2A inh,DT40 TDP1 CPT,FEN1 inhibitor
Cn1c(=O)[nH]c(=O)c2c1nc(SCC(O)CO)n2CCCc1ccccc1 (stereo unspecified),-3%,-20%,9%
Cc1nn(-c2ccc(F)cc2)c(Cl)c1/C=C(\CCC(=O)O)c1nc2ccccc2s1,-7%,-15%,-5%
O=C(c1ccccc1CCc1ccccc1)N1CCOCC1,3%,-4%,-6%
CC(=O)c1ccc(NC(=O)CCn2nc(C)c(S(=O)(=O)N3CCC(C)CC3)c2C)cc1,-6%,?,-5%
CC(C)c1c(O)ccc2c1CCC1[C@@](C)(C=O)CCC[C@@]21C (stereo partly specified),-16%,?,/
CCc1ccc(S(=O)(=O)NC2CCCCNC2=O)cc1 (stereo unspecified),1%,-1%,9%
COc1ccc(CN(C(=O)CSc2nnc(-c3ccc(F)cc3)o2)c2ccc(F)cc2)cc1,-8%,23µM*,-1%
Cc1cccc(N2CCN(C(=S)Nc3ccc4nc5n(c(=O)c4c3)CCCCC5)CC2)c1C,1%,?,-3%

# Reprinted at random: two entries already listed.
SMILES,KAT2A inh,DT40 TDP1 CPT,FEN1 inhibitor
Cc1nn(-c2ccc(F)cc2)c(Cl)c1/C=C(\CCC(=O)O)c1nc2ccccc2s1,-7%,-15%,-5%
CC(=O)c1ccc(NC(=O)CCn2nc(C)c(S(=O)(=O)N3CCC(C)CC3)c2C)cc1,-6%,?,-5%
